Bioassay records: PubChem, National Center for Advancing Translational Sciences (NCATS)
Caspase-7 inhib: qHTS Assay for Allosteric/Competitive Inhibitors of Caspase-7 | P55210 | recombinant caspase-7, Ac-DEVD-AFC fluorescence rate | Potency, µM (titrated, usually from 57.5 µM), without a hit: at the highest dose activity change, negative = inhibition, hits mostly inhibitors | 75,000 tested, 0.02% active; active means well fitted inhibition curve with a large enough effect in the main read-out, with a control signal flat, not every such curve was filed as active; inconclusive means small, poorly fitted or top-dose-only effect, or a change in a side signal; further: potency means the concentration at half of the fitted maximal effect; % of control where 0% means no effect
Target sequence (P55210 24-198 limits assumed): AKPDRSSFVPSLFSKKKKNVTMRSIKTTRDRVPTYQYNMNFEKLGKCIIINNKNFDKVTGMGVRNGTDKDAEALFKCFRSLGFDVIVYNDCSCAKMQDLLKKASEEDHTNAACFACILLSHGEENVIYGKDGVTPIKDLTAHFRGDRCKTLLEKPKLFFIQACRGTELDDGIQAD
Target sequence (P55210 207-303 limits assumed): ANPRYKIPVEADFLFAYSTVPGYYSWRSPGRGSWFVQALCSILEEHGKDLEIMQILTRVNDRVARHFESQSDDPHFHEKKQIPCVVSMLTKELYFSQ
CRE-bla Fsk: Cell signaling CRE-BLA (Fsk stim). CHO CRE-bla reporter (cAMP response element driving beta-lactamase), forskolin EC10, beta-lactamase ratio. Potency, µM (highest dose often 38.2 µM), without a hit: at the highest dose activity change, negative = inhibition, hits mostly activators. 71,000 tested, 2.5% active. AID 662, 2007; active means well fitted activation curve with a large enough effect in the signal ratio, with a control signal flat, not every such curve was filed as active; inconclusive means small, poorly fitted or top-dose-only effect, or effect the other way, or a change in a side signal; the % refers to the signal ratio; further: potency means the concentration at half of the fitted maximal effect; % of control where 0% means no effect
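The 460nm/530nm emission ratio after CCF4 loading defined %Activity, from which AC50 values were obtained. CRE-bla CHO cells received compound dilution series together with an EC10 level of NKH 477 for 3 hours at 37 degrees Celsius.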
Casp1 inh: qHTS Assay for Allosteric/Competitive Inhibitors of Caspase-1. P29466. Caspase-1 enzyme, Ac-WEHD-AFC fluorogenic rate. Potency, µM (doses to about 57.5 µM), inactives show at the top dose activity change, negative = inhibition, hits mostly inhibitors. 75,000 tested, 0.03% active;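 further: potency means the concentration at half of the fitted maximal effect; plate controls were vehicle for no effect and no substrate for full effect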
Luciferase inh: qHTS Assay for Inhibitors of Firefly Luciferase; Luciferin 4-monooxygenase (Photinus pyralis), P08659; purified firefly luciferase, luminescence, 8 min; Potency, µM (doses to about 57.1 µM), for the others: top-dose activity change, negative = inhibition, usual class: inhibitors; 72,000 tested, 2.2% active; further: potency means the concentration at half of the fitted maximal effect; on the % scale 0 is the no-effect control and ±100 the full control effect; nearly all actives have a fitted effect of over 40% in size
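Inhibition of light generation by firefly luciferase from ATP and luciferin was profiled with concentration-response curves per sample, ATP held at 10 uM within the enzyme's linear range. Plates were read by luminescence after an 8-minute ambient incubation.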
HEK293 cAMP ctrl: qHTS Assay for Agonists of the Thyroid Stimulating Hormone Receptor: Activators of Intracellular cAMP Concentrations in Parental HEK 293; parental HEK293 CNG cAMP sensor, membrane potential fluorescence; Potency, µM (top dose mostly 57.1 µM), for inactives: at the highest dose activation, most hits filed as activators; 73,000 tested, 2.5% active; AID 938, 2007; further: potency means the concentration at half of the fitted maximal effect; % of control where 0% means no effect; nearly all actives have a fitted effect of over 55% in size
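Counterscreen for endogenous-receptor signalling: CNG-channel HEK 293 cells report cAMP rise by membrane depolarization. After 60 min dye equilibration with 100 uM RO 20-1724, compounds incubated 30 min before bottom-read fluorescence at 590 nm.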
BRCT inh red: qHTS Assay for Inhibitors of BRCT-Phosphoprotein Interaction (Red Fluorophore) | Breast cancer type 1 susceptibility protein (Homo sapiens), P38398 | BRCT-phosphopeptide binding, red fluorescence polarization | Potency, µM (titrated, usually from 76.9 µM), without a hit: top-dose activity change, negative = inhibition, most hits filed as inhibitors | 75,000 tested, 0.03% active | AID 892, 2007; further: on the % scale 0 is the no-effect control and ±100 the full control effect
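Fluorescence polarization: 100 nM His-tagged BRCA1 BRCT with 100 nM TAMRA-labelled phospho-BACH1 decapeptide, phosphate buffer pH 7.3 with 150 mM NaCl, DTT, 0.01% Tween 20; 12 min RT. Binding inhibition seen as FP decrease.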
BRCT inh green: qHTS Assay for Inhibitors of BRCT-Phosphoprotein Interaction (Green Fluorophore) | BRCA1 BRCT-phosphopeptide binding, green fluorescence polarization | Breast cancer type 1 susceptibility protein (Homo sapiens), P38398 | 75,000 tested, 0.05% active | Potency, µM (top dose mostly 76.9 µM), for the others: at the highest dose activity change, negative = inhibition, actives largely listed as inhibitors;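 further: potency means the concentration at half of the fitted maximal effect; plate controls were peptide without protein for full effect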
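Compounds were incubated for 12 min at room temperature with a complex of 100 nM fluorescein-tagged pBACH1 decapeptide and 250 nM His-tagged BRCT protein. Buffer was phosphate pH 7.3 with EDTA, DTT and Tween 20. Disruption of binding lowers the polarization signal.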
A350 autofl: qHTS Assay for Spectroscopic Profiling in A350 Spectral Region. 59,000 tested, 11% active. max dye-equivalent concentration, M. Compound autofluorescence, 340/450 nm, Alexa 350 dye-equivalents; active compounds read high. AID 590, 2007; in the data active means max dye-equivalent concentration above about 10 nM; inconclusive means mostly about 1.1 nM to 9.6 nM
ERK AVP block: qHTS Assay for Inhibitors of the ERK Signaling Pathway using a Homogeneous Screening Assay; HEK293-V1b, vasopressin-stimulated pERK AlphaScreen; Potency, µM (highest dose often 57.5 µM), without a hit: top-dose activity, negative = inhibition, usual class: inhibitors; 72,000 tested, 0.99% active; AID 995, 2007; further: potency means the concentration at half of the fitted maximal effect; on the % scale 0 is the no-effect control and ±100 the full control effect; nearly all actives have a fitted effect of over 55% in size
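HEK293 cells stably expressing V1b receptor, seeded overnight in 1% FBS, were treated with compounds for 30 min at 37C, then stimulated 5 min with 25 nM vasopressin; phospho-ERK read by AlphaScreen SureFire after lysis.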
USP2a inhib: qHTS Assay for Inhibitors of Ubiquitin-specific Protease USP2a. 60,000 tested, 0.1% active. Potency, µM (top dose mostly 38.3 µM), for inactives: at the highest dose activity change, negative = inhibition, usual class: inhibitors. USP2a enzymatic assay, qHTS inhibition. Ubiquitin carboxyl-terminal hydrolase 2 (Homo sapiens), O75604;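 further: potency means the concentration at half of the fitted maximal effect; nearly all actives have a fitted effect of over 60% in size; plate controls were DMSO for no effect and NEM full inhibition control for full effect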
Target sequence (O75604 whole entry, looked up): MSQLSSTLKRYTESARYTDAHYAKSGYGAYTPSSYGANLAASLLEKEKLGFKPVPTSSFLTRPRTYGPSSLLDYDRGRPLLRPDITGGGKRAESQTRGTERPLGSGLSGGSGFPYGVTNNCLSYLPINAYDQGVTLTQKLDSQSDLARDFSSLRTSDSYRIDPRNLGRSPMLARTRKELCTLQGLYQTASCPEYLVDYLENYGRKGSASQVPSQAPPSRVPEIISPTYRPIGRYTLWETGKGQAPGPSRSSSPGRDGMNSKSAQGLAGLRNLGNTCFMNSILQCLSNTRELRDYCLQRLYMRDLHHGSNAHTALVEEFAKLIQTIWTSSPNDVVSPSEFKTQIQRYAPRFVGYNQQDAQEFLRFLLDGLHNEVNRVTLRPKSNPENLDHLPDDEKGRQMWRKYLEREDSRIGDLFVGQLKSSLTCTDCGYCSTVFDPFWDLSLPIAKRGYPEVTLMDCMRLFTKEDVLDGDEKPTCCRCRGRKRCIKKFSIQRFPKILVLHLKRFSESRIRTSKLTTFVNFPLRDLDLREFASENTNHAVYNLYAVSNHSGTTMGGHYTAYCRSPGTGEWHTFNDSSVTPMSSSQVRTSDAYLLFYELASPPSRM
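Coupled readout: USP2-cleaved Ub-PLA2 (20nM final) turns over NBD C6-HPC (20uM final), Ex 460nm/Em 535nm after 2.5 h, time-zero read flagging artifacts. Enzyme (20nM final, pH 8.0 Tris) given 30 min RT with compound first; NEM defines full inhibition.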
Tau fil binding: qHTS Assay for Tau Filament Binding | recombinant tau filaments, thioflavin S fluorescence, 15 h; filaments grown with octadecylsulfate alongside compound | Potency, µM (top dose mostly 57.1 µM), for the others: at the highest dose activity change, negative = inhibition | 71,000 tested, 2% active | AID 596, 2007;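 further: potency means the concentration at half of the fitted maximal effect; on the % scale 0 is the no-effect control and ±100 the full control effect; actives lower thioflavin S fluorescence by blocking filaments or displacing dye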
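Recombinant tau protein (human, 1 uM final) plus 30 uM ODS in HEPES pH 7.4 with NaCl, DTT and thioflavine S. Compound present from the start; fluorescence at 510 nm after 15 h, 37 C.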
* hit, by the source's call; i = inactive; ? = inconclusive; / = no result given; [ ] = remark or other dose. Unless noted, the call rests on the fitted dose curve; in most records, active means well fitted curve in the direction sought with a large enough effect; inconclusive means small, poorly fitted or top-dose-only effect, or another doubt; inactive means no such curve, though single readings can be large; an effect the other way counts as inactive or inconclusive.

SMILES	Caspase-7 inhib	CRE-bla Fsk	Casp1 inh	Luciferase inh	HEK293 cAMP ctrl	BRCT inh red	BRCT inh green	A350 autofl	ERK AVP block	USP2a inhib	Tau fil binding
COC(=O)c1ccc(C2/C(=C(/O)c3ccc(OC(C)C)cc3)C(=O)C(=O)N2c2cc(C)on2)cc1 (stereo unspecified)	-1%	3%	-2%	-1%	1%	-0.1%	-3.2%	?	-11%	0%	-15%
COc1ccc(C2/C(=C(/O)c3ccc4c(c3)CC(C)O4)C(=O)C(=O)N2CCN2CCOCC2)cc1 (stereo unspecified)	-4%	-3%	-4%	1%	1%	-0.8%	-2.1%	i	-11%	5%	-8%
CC1CC(C)CN(C(=O)c2cn(C)c3ccc(S(=O)(=O)N(C)C)cc3c2=O)C1 (stereo unspecified)	-2%	-2%	2%	3%	0%	-0.2%	-1.6%	/	-6%	/	-13%
Cn1c(=O)oc2cc(S(=O)(=O)N3CCCC(C(=O)Nc4ccc5c(c4)OCCO5)C3)ccc21 (stereo unspecified)	-22%	-1%	-11%	-1%	-10%	0.7%	-0.9%	/	20%	/	-21%
O=C(O)CC1NC(=O)N(c2ccccc2)C1=O (stereo unspecified)	0%	-2%	2%	0%	3%	0.1%	-0.3%	i	-11%	-3%	5%
Cc1noc(/C=C/N(C)C)c1S(=O)(=O)N1CCC(C(=O)O)CC1	-1%	-1%	-2%	-4%	6%	-2.2%	-0.9%	/	/	/	-6%
OC(CNC1CCCCC1)CN1CCN(CC(O)CNC2CCCCC2)CC1 (stereo unspecified)	-2%	0%	-1%	1%	-1%	-1.6%	-3.3%	/	-3%	-5%	-16%
CN(Cc1ccccc1)C(=O)CCNC(=O)Cn1cnc2ccccc2c1=O	-2%	12%	2%	-1%	5%	0.9%	-4.0%	i	31%[activator]	-6%	3%
CN(C(=O)c1ccc(NC(=O)c2cnccn2)cc1)C1CCCCC1	0%	-1%	-2%	4%	-4%	1.9%	-2.1%	9.2e-07M*	-11%	-3%	-6%
CCN(CC)C(=O)CSC(=Nc1ccccc1F)NC#N	-8%	?	-6%	2%	-2%	1.2%	5.0%	i	-5%	-2%	16%
Cc1ccc(OCC(O)Cn2c(=N)n(CCN3CCOCC3)c3ccccc32)cc1 (stereo unspecified)	-1%	-3%	2%	6%	20µM*	-1.8%	-0.7%	i	?	2%	28%
COc1ccc(-n2nnnc2SCC(=O)N2CCCC2)cc1OC	-1%	?	-2%	3%	?	1.4%	-1.5%	i	-26%	-5%	-5%
COc1ccc(C)cc1NC(=O)CN(c1ccc(F)cc1)S(C)(=O)=O	1%	-5%	1%	-7%	24%	0.1%	1.9%	/	-8%	7%	1%
O=C(O)c1ccccc1C(=O)N1CCN(c2cccc(Cl)c2)CC1	-3%	-17%	1%	0%	7%	0.8%	-2.7%	i	-12%	3%	0%
COc1ccc(-c2ccc(-c3noc(C4CCCCC4)n3)c(OC)n2)cc1	?	?	?	-10%	15%	2.8%	3.7%	8e-08M*	27%	5%	22%
O=C(CS(=O)(=O)Cc1ccccc1)NCc1ccc2c(c1)OCO2	0%	-7%	2%	1%	-7%	2.7%	0.1%	i	-13%	3%	-5%
O=C(Nc1ccccc1)N1CCCC2(CCN(C(=O)c3csnn3)CC2)C1	-1%	-3%	-2%	1%[11.4 µM]	?	-1.1%	-2.5%	i	7%	25%	-4%
O=C(Nc1ccc2c(c1)OCO2)C1CCCN1C(=O)Nc1cccc(F)c1 (stereo unspecified)	0%	-13%	-2%	5%	?	1.1%	-1.9%	i	-13%	0%	2%
COc1ccc(NC(=O)C2CCCN2C(=O)OCc2ccccc2)c(OC)c1 (stereo unspecified)	1%	1%	1%	3%	9%	0.6%	0.2%	i	0%	-1%	5%
CC1CCN(CC(O)COc2cccc(F)c2)CC1 (stereo unspecified)	0%	-4%	-1%	5%	10%	-0.3%	-0.3%	/	8%	/	-3%
O=C(NCc1ccco1)NC12CC3CC(CC(C3)C1)C2	1%	10%	0%	1%	7%	0.1%	-2.7%	/	-6%	-1%	7%
COc1cccc(C2NC(=O)NC(C)=C2C(=O)Nc2ccc(C)cc2)c1 (stereo unspecified)	2%	0%	1%	-1%	1%	0.6%	-0.2%	/	/	/	-2%
CCCC1C(C(=O)OCC)=C(C)NC(C)=C1C(=O)OCC	-7%	/	-4%	/	?	-4.6%	-6.7%	/	/	/	/
CCOCCCNC(=O)C(c1ccc(Cl)cc1)N1CCC2(CC1)OCCO2 (stereo unspecified)	-2%	?	-2%	2%	9%	-0.4%	0.1%	i	19%	14%	6%
Nc1cccc2nsnc12	/	10%[7.6 µM]	/	-1%[11.4 µM]	6%[11.4 µM]	/	/	i	/	/	16%[11.4 µM]

Next section:
SMILES	Caspase-7 inhib	CRE-bla Fsk	Casp1 inh	Luciferase inh	HEK293 cAMP ctrl	BRCT inh red	BRCT inh green	A350 autofl	ERK AVP block	USP2a inhib	Tau fil binding
O=C(Oc1ccc2c3c(c(=O)oc2c1)CCCC3)c1ccco1	-26%	?	-17%	-6%	9%	6.7%	3.0%	/	?	29%	23%
Fc1ccc([C@H]2CCNC[C@H]2COc2ccc3c(c2)OCO3)cc1	1%	-8%	-3%	5µM*	8%	-3.6%	-2.6%	/	-14%	/	32µM*
Cc1ccccc1Cc1c(C)nc2ncnn2c1C	-1%	?	0%	4%	0%	0.4%	-1.1%	?	-8%	4%	10%
N#CCCN1CCn2c1nc1ccccc12	-1%	-2%	-1%	0%	9%	1.2%	-2.3%	i	-8%	-5%	-9%
O=C(CSc1ccc2nnc(-c3cccnc3)n2n1)NCc1ccc2c(c1)OCO2	-3%	-15%	-5%	2%	-11%	1.1%	-2.7%	/	/	/	-6%
CS(=O)(=O)c1nc(-c2ccco2)cc(C(F)(F)F)n1	-2%	?	0%	-4%	10%	-1.2%	-2.2%	1.4e-08M*	-18%	-9%	68%
N#CC1=C2SCN(c3ccccc3)CN2C(=O)CC1c1ccccc1Cl (stereo unspecified)	-12%	4%	0%	-20%	1%	1.8%	-0.1%	/	6%	/	-23%
CN(Cc1ccco1)c1ncncc1-c1ccccc1C(F)(F)F	-1%	3%	-4%	-1%[2.29 µM]	?	-0.1%	0.8%	i	-1%	1%	-1%
Cc1nnc(NC(=O)CSc2nnc(Cc3cccn3C)n2-c2cccc(C(F)(F)F)c2)s1	0%	13%	-4%	2%	-7%	0.7%	-0.6%	/	/	/	13%
CCOc1cccc(=O)c2c(C)n(C)c(C)c12	1%	-2%	-2%	1%	-1%	0.4%	-0.6%	i	-2%	-4%	-3%
COc1ccc(NC(=O)Nc2cc(C)ccc2OC)cc1	-1%	-6%	-5%	-29%	-5%	-0.6%	-6.1%	i	?	-5%	-14%
Clc1ccc(CSc2nnc(-c3ccccn3)n2Cc2ccco2)c(Cl)c1	-1%	23%	-1%	3%	3%	-0.9%	-0.2%	i	-15%	-12%	93%
O=C1CC(c2ccc3c(c2)OCO3)c2cc3c(cc2N1)OCO3 (stereo unspecified)	0%	?	3%	2%	16%	-0.4%	-5.5%	i	6%	9%	-8%
COC(=O)c1cc(NC(=O)c2ccc(Cn3cc(Cl)cn3)o2)cc(C(=O)OC)c1	-2%	15%	-1%	4%	3%	0.6%	-2.1%	i	-29%	/	-1%
c1cncc(CNc2ncnc3ccc(-c4ccoc4)cc23)c1	-9%	-18%	-3%	-3%[2.29 µM]	-2%	-1.5%	0.2%	9.5e-08M*	-1%	194%[activator]	-11%
O=C(CSc1nnc([C@@H]2CCCN2)o1)c1ccc(Cl)cc1	-2%	-1%	-1%	-3%	0%	0.5%	-1.4%	i	4%	0%	7%
Clc1ccc(-n2cnnn2)cc1	-4%	-4%	-1%	1%	-1%	0.1%	-5.8%	i	-18%	1%	10%
COc1ccc(S(=O)(=O)N2CCCC2C(=O)Nc2ccc(O)cc2)cc1 (stereo unspecified)	0%	1%	1%	0%	-2%	2.3%	-3.3%	/	-16%	/	-4%
